From PubChem BioAssay
APP 5UTR inh = APP translation inhibition. inhibition, % at 2 µM. 190,000 compounds, 0.82% hits. SH-SY5Y APP 5'UTR-luciferase reporter, luminescence;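 active = inhibition above a set limit, derived from the sample mean plus 3 SD, cut at about 45% in these data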; note: values of inactives mirror those of a sister screen read the other way
RAM inhibit = yeast RAM network inhibition; S. cerevisiae dse1pr::URA3 reporter, 5-FOA growth OD615, 2 d; analog-sensitive cbk1-as2 kinase mutant strain; 190,000 compounds, 1.8% hits; inhibition, % at 50 µM;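 active = inhibition above a set limit, 3 SD over mean compound inhibition, cut at about 8.4% in these data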;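 note: 0% = DMSO-only wells with no growth and 100% = 10 µM 1-NA-PP1 full growth; inhibition rescues growth on 5-FOA so higher OD means more RAM inhibition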
STAT3 blocker = reduces IL-6 driven STAT3 reporter signal. U3A cells, IL-6 STAT3-luciferase reporter, luminescence; host cell line lacks STAT1. inhibition, % at 5.5 µM. 190,000 compounds, 0.89% hits;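 active = inhibition above the mean inhibition across all screened compounds plus 3 SD, cut at about 44% in these data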;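 note: 0% = DMSO only wells and 100% = 100 µM nifuroxazide control wells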
STAT1 blocker = STAT1 signaling inhibition. 200,000 compounds, 0.35% hits. AID 920. NIH 3T3 STAT1-luciferase reporter, IFN-gamma, luminescence. inhibition, % at 5.5 µM;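 active = inhibition above a set limit, the mean inhibition across all tested compounds plus 3 SD, cut at about 34% in these data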;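 note: 0% = IFN-gamma with DMSO and 100% = IFN-gamma with 300 µM nifuroxazide; values of inactives mirror those of a sister screen read the other way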
APP 5'UTR act = activates APP 5'UTR luciferase reporter; SH-SY5Y APP 5'UTR luciferase reporter, luminescence; zero percent = DMSO vehicle wells; 190,000 compounds, 1% hits; activation, % at 2 µM;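 active = activation above a set limit, based on mean plus 3 SD of controls, cut at about 140% in these data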; note: values of inactives mirror those of a sister screen read the other way
Hsp70 activator = Hsp70 transcriptional activation, primary screen; activation, % at 10 µM; HeLa Hsp70 promoter luciferase reporter, luminescence; scaled: vehicle 0, proteasome-inhibitor control 100%; 200,000 compounds, 0.04% hits;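 active = activation above the mean across all tested compounds plus 3 SD, cutoff set per campaign, cut at about 5.5% in these data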;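 note: 100% = MG132 at 30 µM as the positive control and 0% = DMSO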
FLuc inh counter = Photinus pyralis luciferase inhibition counter-screen; P08659; ATPLite firefly luciferase biochemical luminescence, 10 min; inhibition, % at 10 µM; 200,000 compounds, 1.5% hits; AID 1006;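 active = inhibition above about 50% when tested at 10 µM, limit read from the data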
Target sequence (P08659 whole entry, looked up): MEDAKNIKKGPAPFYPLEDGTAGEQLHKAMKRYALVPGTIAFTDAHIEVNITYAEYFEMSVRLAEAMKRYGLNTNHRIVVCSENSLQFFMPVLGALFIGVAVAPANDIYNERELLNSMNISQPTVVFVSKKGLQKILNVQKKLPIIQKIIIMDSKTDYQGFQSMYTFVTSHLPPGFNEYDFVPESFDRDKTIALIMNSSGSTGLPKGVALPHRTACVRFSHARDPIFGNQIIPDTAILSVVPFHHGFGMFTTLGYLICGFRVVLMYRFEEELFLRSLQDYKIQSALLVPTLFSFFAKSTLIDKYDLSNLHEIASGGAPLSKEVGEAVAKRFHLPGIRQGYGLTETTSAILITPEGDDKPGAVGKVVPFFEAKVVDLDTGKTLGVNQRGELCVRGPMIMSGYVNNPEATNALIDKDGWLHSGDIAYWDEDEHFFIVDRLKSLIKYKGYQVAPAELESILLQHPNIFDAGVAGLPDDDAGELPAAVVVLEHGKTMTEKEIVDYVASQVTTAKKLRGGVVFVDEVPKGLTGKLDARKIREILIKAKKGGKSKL
NF-kB neuron act = raises NF-kB expression in human neuronal cells | NF-kB reporter expression; hits give high values | fold change at 12.5 µM | 190,000 compounds, 1.6% hits; in the data active = fold change above about 3.3
STAT3 act = STAT3 signaling activation; U3A cells, IL-6 STAT3-luciferase reporter, luminescence; 100% = signal with IL-6 EC80 alone; activation (% of control), % at 5.6 µM; 190,000 compounds, 0.91% hits; AID 871;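 active = activation above the screen-wide mean of compound activation plus 3 SD, cut at about 130% in these data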;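 note: 0% = background luminescence of wells with medium and substrate only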
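Material: human U3A cells carrying STAT3-luciferase construct. Measured by: reporter luminescence signal. Timing: compound 1 h, then IL-6 6 h at 37 °C.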
STAT1 activator = activators of IFN-gamma induced STAT1 signaling; NIH 3T3 STAT1-luciferase reporter, luminescence; 100% = IFN-gamma alone, no compound; activation (% of control), % at 5.5 µM; 200,000 compounds, 2.6% hits; AID 932;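 active = activation above the screen-wide mean activation plus 3 SD, cut at about 130% in these data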;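 note: raw ratio to IFN-gamma control signal so 100% means no change and 0% no light; values of inactives mirror those of a sister screen read the other way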
Starred values were filed as active, the others as inactive. Outcome played no part in choosing rows. Share with any hit: about 7.7%.

Short forms: A = APP 5UTR inh; B = RAM inhibit; C = STAT3 blocker; D = STAT1 blocker; E = APP 5'UTR act; F = Hsp70 activator; G = FLuc inh counter; H = NF-kB neuron act; I = STAT3 act; J = STAT1 activator
COC(=O)[C@@]1(Cc2ccc(OC)cc2)[C@H]2c3cc(C(=O)N4CCCC4)n(Cc4ccc(OC)c(OC)c4)c3C[C@H]2CN1C(=O)c1ccccc1
  A = -14.9	B = 4.8	C = -9.5	D = -9.9	E = 14.9	F = 0.3	G = -4.5	H = 0.82	I = 105.6	J = 109.0

Cn1c(=O)c2ncn(CC(=O)NCCOCc3ccccc3Cl)c2n(C)c1=O
  A = -4.2	B = 1.5	C = 4.0	D = 1.0	E = 4.2	F = 0.0	G = -2.9	H = 1.4	I = 100.6	J = 99.1

CCOC(=O)c1cnc2c(C#N)cnn2c1N
  A = -1.7	B = 3.0	C = 8.9	D = 1.6	E = 1.7	F = -0.1	G = -4.7	H = 1.32	I = 95.5	J = 97.4

CCOC(=O)C1CCN(C(=O)c2c(C)oc3c2C(=O)c2ccccc2C3=O)CC1
  A = 30.8	B = -0.5	C = 12.2	D = 1.1	E = -30.8	F = -0.2	G = -2.0	H = 0.43	I = 89.4	J = 99.0

COCC(C)OC(=O)c1c(N)n(CC(C)C)c2nc3ccccc3nc12 (configuration not stated)
  A = 0.6	B = 0.9	C = -2.4	D = 3.6	E = -0.6	F = 0.0	G = -8.8	H = 0.74	I = 102.2	J = 96.7

COc1cc(/C=C2/C(=O)N(c3ccccc3)N=C2C)ccc1OS(=O)(=O)c1ccccc1
  A = -19.5	B = 6.0	C = -0.5	D = -3.7	E = 19.5	F = 0.2	G = -0.3	H = 1.64	I = 98.3	J = 103.3

CCN(CC)CCN1C(=O)C(=O)/C(=C(/O)c2cnn(-c3ccccc3)c2C)C1c1cccnc1 (configuration not stated)
  A = -9.7	B = -0.5	C = -0.8	D = 1.4	E = 9.7	F = -0.2	G = -7.3	H = 1.57	I = 101.5	J = 98.8

O=C(NNC(=S)NCc1ccco1)c1ccc(Cl)s1
  A = -7.4	B = 1.9	C = 2.8	D = 8.8	E = 7.4	F = -0.3	G = -4.5	H = 0.93	I = 98.1	J = 91.9

Cc1ccc(S(=O)(=O)NCCCN(C)C)cc1
  A = 0.6	B = 1.0	C = -4.7	D = 11.4	E = -0.6	F = 0.4	G = -1.5	H = 1.1	I = 104.6	J = 89.7

Cc1cccc(S(=O)(=O)C(C#N)c2nc3ccccc3nc2N2CCCC2)c1 (configuration not stated)
  A = -9.6	B = -0.7	C = 3.6	D = 2.5	E = 9.6	F = -0.2	G = -8.0	H = 0.57	I = 99.3	J = 97.7

C[N+](C)(CC#Cc1ccccc1)CC(=O)c1ccccc1
  A = -16.5	B = 2.1	C = -7.5	D = 5.4	E = 16.5	F = -0.2	G = -4.3	H = 1.43	I = 104.7	J = 95.1

O=C(CN1CCN(c2ccccc2)CC1)N/N=C/c1cccc(F)c1
  A = -5.9	B = -0.8	C = 10.9	D = -0.2	E = 5.9	F = -0.3	G = -2.7	H = 1.26	I = 91.1	J = 100.2

Cc1cccc(C)c1NC(=S)/N=C/N(C)C
  A = 4.3	B = 2.4	C = 1.2	D = -5.8	E = -4.3	F = -0.4	G = -6.4	H = 1.19	I = 104.7	J = 103.3

CCN1C(=O)c2cccc3c(S(=O)(=O)Nc4c(C)n(C)n(-c5ccccc5)c4=O)ccc1c23
  A = -12.5	B = 0.3	C = 6.2	D = -1.2	E = 12.5	F = -0.2	G = -8.3	H = 1.06	I = 97.9	J = 101.1

Cn1ccnc1SCC(=O)Nc1nc2c(F)c(F)c(F)cc2s1
  A = 5.5	B = 0.0	C = 24.8	D = -3.6	E = -5.5	F = -0.3	G = -5.8	H = 1.16	I = 82.5	J = 103.1

Cc1cccc(/C=C2\CCC(=C3SCCCS3)C2=O)c1
  A = -171.9	B = 9.4*	C = 26.2	D = 10.9	E = 171.9*	F = -0.4	G = 92.6*	H = 2.37	I = 83.9	J = 90.2

N/C(=N\OC(=O)c1ccc(Cl)cc1Cl)c1ccccn1
  A = -32.2	B = 0.1	C = 86.4*	D = 88.6*	E = 32.2	F = -0.7	G = 95.2*	H = 1.01	I = 27.8	J = 17.1

Cc1ccc(C)c(NC(=O)c2nnn(Cc3ccccc3)c2N)c1
  A = 3.8	B = 2.4	C = 22.3	D = 7.6	E = -3.8	F = -0.1	G = -3.3	H = 0.79	I = 88.9	J = 93.0

OC1(c2ccc3ccccc3c2)CCN(Cc2ccccc2)C1 (configuration not stated)
  A = -7.3	B = 1.6	C = 2.5	D = -2.5	E = 7.3	F = 0.2	G = -0.2	H = 0.86	I = 103.0	J = 102.3

CC(=O)Nc1cccc(-c2csc(Nc3cccc(C)n3)n2)c1
  A = -177.2	B = 0.7	C = 2.6	D = -84.0	E = 177.2*	F = 0.2	G = 14.3	H = 8.2*	I = 100.1	J = 174.8*

Some entries already given with just RAM inhibit and APP 5'UTR act:
smiles | RAM inhibit | APP 5'UTR act
C[N+](C)(CC#Cc1ccccc1)CC(=O)c1ccccc1 | 2.1 | 16.5
O=C(CN1CCN(c2ccccc2)CC1)N/N=C/c1cccc(F)c1 | -0.8 | 5.9
Cc1cccc(C)c1NC(=S)/N=C/N(C)C | 2.4 | -4.3
CCN1C(=O)c2cccc3c(S(=O)(=O)Nc4c(C)n(C)n(-c5ccccc5)c4=O)ccc1c23 | 0.3 | 12.5

Entries above that bear a hit mark in APP 5'UTR act:
mol,APP 5UTR inh,RAM inhibit,STAT1 blocker,APP 5'UTR act,Hsp70 activator,NF-kB neuron act,STAT3 act,STAT1 activator
Cc1cccc(/C=C2\CCC(=C3SCCCS3)C2=O)c1,-171.9,9.4*,10.9,171.9*,-0.4,2.37,83.9,90.2
CC(=O)Nc1cccc(-c2csc(Nc3cccc(C)n3)n2)c1,-177.2,0.7,-84.0,177.2*,0.2,8.2*,100.1,174.8*

Remaining list, next part.
Short forms: A = APP 5UTR inh; B = RAM inhibit; C = STAT3 blocker; D = STAT1 blocker; E = APP 5'UTR act; F = Hsp70 activator; G = FLuc inh counter; H = NF-kB neuron act; I = STAT3 act; J = STAT1 activator
O=C(Nc1cccc(-c2nnn(CC(=O)N3CCc4ccccc4C3)n2)c1)C1CCC1
  A = -1.4	B = 4.3	C = 3.8	D = -1.1	E = 1.4	F = -0.4	G = 0.9	H = 0.81	I = 97.8	J = 103.0

CCOc1ccc(OCC)c(NC(=O)C2CCCN(c3ncccn3)C2)c1 (configuration not stated)
  A = -5.0	B = 1.2	C = 4.5	D = 0.6	E = 5.0	F = -0.1	G = -1.6	H = 0.62	I = 101.7	J = 99.5

COc1cccc(OC)c1C(=O)Nn1c(-c2cccs2)nc2ccccc2c1=O
  A = 21.3	B = 1.0	C = 13.4	D = 6.0	E = -21.3	F = -0.5	G = -4.8	H = 1.26	I = 88.8	J = 94.6

O=C(Cn1c(COc2ccccc2)nc2ccccc21)Nc1cccc(Cl)c1
  A = -1.6	B = 2.1	C = -4.9	D = 12.6	E = 1.6	F = -0.3	G = -4.6	H = 1.17	I = 100.4	J = 88.5

CCOc1ccc(C2NC(=O)C(C#N)=C(S)N2c2cccc(C)c2)cc1OC (configuration not stated)
  A = 0.1	B = 1.2	C = -2.6	D = -5.2	E = -0.1	F = -0.2	G = -4.6	H = 1.02	I = 106.2	J = 103.3

O=C(CSc1nnnn1C1CCCC1)N1CCN(C(=O)c2ccco2)CC1
  A = -6.7	B = -1.1	C = 3.5	D = 5.5	E = 6.7	F = -0.3	G = -2.6	H = 1.27	I = 100.6	J = 95.0

CC1CC(C)CN(c2ncc3c(n2)CC(c2ccccc2)CC3=O)C1 (configuration not stated)
  A = 14.7	B = 2.1	C = 1.6	D = -9.8	E = -14.7	F = -0.1	G = -2.2	H = 1.05	I = 102.4	J = 108.9

CCOC(=O)C1(C)/C(=N/Nc2cccc(Cl)c2)C(=O)C(=O)N1c1ccccc1 (configuration not stated)
  A = 4.9	B = 4.7	C = 3.7	D = -2.4	E = -4.9	F = -0.1	G = -2.3	H = 0.99	I = 100.8	J = 102.1

CCOC(=O)c1cnc2ccc(C)cc2c1Sc1ccccc1
  A = -3.6	B = -1.2	C = -9.0	D = -17.0	E = 3.6	F = -0.2	G = -5.3	H = 1.44	I = 112.6	J = 115.6

CC1(C)CC(=O)C=C(NNC(=O)C2CCCCC2)C1
  A = 1.7	B = -0.4	C = 1.5	D = 3.5	E = -1.7	F = -0.3	G = -2.2	H = 1.21	I = 101.5	J = 101.3

Cc1cccc(NC(=O)C2CCN(c3nccc(C)n3)CC2)c1
  A = -7.9	B = 0.1	C = 8.6	D = 0.3	E = 7.9	F = -0.3	G = -8.6	H = 1.13	I = 94.8	J = 99.7

COc1ccc(NCc2nnc(SCC(=O)N3CCCc4ccccc43)o2)cc1
  A = 7.5	B = 2.6	C = 14.1	D = 6.0	E = -7.5	F = -0.5	G = -0.7	H = 1.08	I = 94.2	J = 94.5

Nc1nc(-c2ccco2)nc(N2CCCCC2)n1
  A = -4.0	B = 0.3	C = 4.2	D = -2.6	E = 4.0	F = -0.3	G = -3.9	H = 1.16	I = 101.9	J = 102.4

O=C(CN1C2=NCCCN2c2ccccc21)c1ccc([N+](=O)[O-])cc1
  A = -7.9	B = -0.3	C = -1.1	D = 4.8	E = 7.9	F = 0.1	G = -1.3	H = 0.77	I = 103.0	J = 96.0

Cc1ccccc1NC(=O)c1c([N+](=O)[O-])c(C(C)(C)C)nn1C
  A = -22.7	B = -1.2	C = -0.3	D = 0.1	E = 22.7	F = -0.2	G = -0.5	H = 0.98	I = 101.4	J = 99.4

C/C(=N\O)C(=O)OC1CC(C)CCC1C(C)C (configuration not stated)
  A = 0.3	B = 0.1	C = 4.3	D = -0.8	E = -0.3	F = -0.1	G = -4.5	H = 1.16	I = 101.0	J = 100.7

COc1ccc(OCCC(=O)N2CCOCC2)cc1
  A = -0.6	B = 0.0	C = 0.0	D = -7.8	E = 0.6	F = 0.2	G = -3.4	H = 1.35	I = 104.1	J = 104.4

COc1cccc(C2=CC(c3ccc(N(C)C)cc3)n3ncnc3N2)c1 (configuration not stated)
  A = 18.7	B = -0.6	C = -2.7	D = 0.3	E = -18.7	F = -0.2	G = -0.3	H = 0.91	I = 104.5	J = 99.8

Cc1ccc(OCc2ccc(Br)cc2)c([N+](=O)[O-])n1
  A = -156.2	B = 4.5	C = 0.0	D = -58.2	E = 156.2*	F = 1.2	G = 22.4	H = 3.78*	I = 108.7	J = 154.0*

Cn1c(=O)n(C)c2cc(NC(=O)COc3ccc(Cl)cc3)ccc21
  A = -9.5	B = -0.4	C = 28.8	D = 9.2	E = 9.5	F = -0.2	G = -1.8	H = 1.32	I = 82.8	J = 91.0

C/C(=N\Nc1ccc([N+](=O)[O-])cc1[N+](=O)[O-])c1cc2c(ccc3ccccc32)oc1=O
  A = 9.2	B = 0.2	C = 1.2	D = -1.6	E = -9.2	F = -0.1	G = 1.2	H = 0.88	I = 104.1	J = 99.4

Fc1ccc(-c2ccnc3nc(N4CCOCC4)nn23)cc1
  A = -14.5	B = 0.5	C = 3.8	D = -5.7	E = 14.5	F = 0.0	G = -10.9	H = 1.42	I = 98.1	J = 105.1
